Screening results as filed in PubChem BioAssay.
FN deposition inh: fibronectin deposition inhibition; AH1F fibroblasts, Alexa488-fibronectin deposition fluorescence, overnight; inhibition, % at 12.6 µM; 350,000 tested, 0.086% active;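 active means mean inhibition across replicates of 30% or more, regardless of how many single replicates reach that level; inconclusive means mean under 30% yet at least half of replicates reach 30%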;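 further: positive control wells lacked labelled fibronectin entirely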
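Material – AH1F fibroblast monolayer, labelled fibronectin deposition · Reagent – labelled fibronectin 24 nM · Timing – 1 h adhesion, overnight exposure · Measured by – fluorescence at 485 nm excitation, 525 nm emission · Read-out – inhibition of fibronectin deposition signal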
LGR2 inh: blocks bursicon-induced cAMP signaling via Drosophila LGR2 | HEK293 LGR2, CRE-luciferase, bursicon-stimulated, 4 h | inhibition, % at 9.99 µM | 380,000 tested, 0.35% active | AID 720647;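 active means drop in luminescence signal, shown as inhibition above about 50% in the replicate tests, limit read from the data, passing the limit was not always enough; inconclusive means probably only some replicates passing the limit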;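 further: agonist challenge used bursicon conditioned medium at about half maximal strength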
CASP6 VEID inh: caspase-6 (human) enzyme inhibition; AID 686996; 350,000 tested, 0.53% active; P55212; inhibition, % at 12.5 µM; purified caspase-6, Z-VEID-R110 cleavage fluorescence;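 active means mean inhibition across replicates at least about 35%, with every replicate also reaching that limit, limit read from the data; inconclusive means only one of the two criteria met; inactive means neither criterion met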;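 further: 0% = median of neutral control wells and 100% = no fluorescence left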
Target sequence (P55212 24-179 limits assumed): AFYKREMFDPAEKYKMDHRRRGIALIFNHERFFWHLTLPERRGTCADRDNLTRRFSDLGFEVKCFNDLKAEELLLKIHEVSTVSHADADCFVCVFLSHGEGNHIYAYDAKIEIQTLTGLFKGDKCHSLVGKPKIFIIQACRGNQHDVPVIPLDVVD
Target sequence (P55212 194-293 limits assumed): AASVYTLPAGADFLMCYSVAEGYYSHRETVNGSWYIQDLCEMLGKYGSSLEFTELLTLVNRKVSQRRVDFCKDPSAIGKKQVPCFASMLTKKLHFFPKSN
S100A4 MyoIIA: inhibitors of human S100A4 binding to myosin IIA peptide. P26447. S100A4/TAMRA-MyoIIA peptide fluorescence polarization. inhibition, % at 10.7 µM. 360,000 tested, 0.14% active;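 active means mean inhibition of at least 70% across replicates, with every replicate also reaching that level; inconclusive means mean inhibition reaches 70% but some replicates fall short; inactive means mean inhibition below 70%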
Target sequence (P26447 whole entry, looked up): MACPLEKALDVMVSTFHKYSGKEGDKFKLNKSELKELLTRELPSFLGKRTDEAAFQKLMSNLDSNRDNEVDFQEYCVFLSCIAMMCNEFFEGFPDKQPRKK
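System – human S100A4 monomer protein, biochemical binding assay · Buffer or medium – Calcium-containing HEPES buffer, pH 7.2 · Timing – 5 min between mix addition and reading · Also added – TAMRA-labelled myosin IIA heavy-chain peptide probe, 5 nM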
C2C12 statin: suppressors of simvastatin-induced myotoxicity in C2C12 myotubes; ATP luminescence, 48 h; scaled: DMSO 0, geranylgeraniol control 100; rescue of ATP level, % at 7.49 µM; 330,000 tested, 0.78% active; AID 602340;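 active means mean ATP rescue above about 67%, or every replicate alone reaching that limit, limit read from the data, passing the limit was not always enough; inconclusive means no clear call, values can overlap the other calls; inactive means mean under the limit and some replicate under it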;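 further: myotubes were challenged with 10 µM simvastatin during compound exposure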
esBAF inh: inhibitors of esBAF chromatin remodeling in mouse ES cells; Bmi1-luciferase knock-in reporter, 24 h; 100% = twice the neutral-well signal; reporter increase, % at 12.5 µM; 350,000 tested, 2% active; in the data active means activation above about 40%; inconclusive means no clear call, values can overlap the other calls;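 further: 0% = median of the plate's neutral control wells and 100% = double that signal; a rise in the Bmi1 reporter signal indicates esBAF inhibition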
SIRT5 inh: blocks human SIRT5 desuccinylation of peptide; Purified SirT5, succinyl-peptide AMC, trypsin-coupled fluorescence; inhibition, % at 15 µM; Q9NXA8; 330,000 tested, 1.1% active; AID 652115; in the data active means inhibition above about 15%; inconclusive means no clear call, values can overlap the other calls
Target sequence (Q9NXA8 whole entry, looked up): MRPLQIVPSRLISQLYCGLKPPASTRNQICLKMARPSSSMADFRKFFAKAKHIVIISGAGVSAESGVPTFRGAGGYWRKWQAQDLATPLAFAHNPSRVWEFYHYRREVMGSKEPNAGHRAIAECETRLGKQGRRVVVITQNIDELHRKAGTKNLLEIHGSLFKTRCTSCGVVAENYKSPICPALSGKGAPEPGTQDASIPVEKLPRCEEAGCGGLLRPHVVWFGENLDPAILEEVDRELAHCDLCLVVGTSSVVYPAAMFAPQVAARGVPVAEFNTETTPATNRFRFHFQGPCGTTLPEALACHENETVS
Starred values were filed as active, the others as inactive. This is a subset; count on the stated rates, not on these rows.

`CO[C@@H]1CN(C)C(=O)c2cc(NC(=O)NC(C)C)ccc2OC[C@H](C)N(Cc2ccc(-c3ccccn3)cc2)C[C@H]1C` gave FN deposition inh 9, LGR2 inh -6, CASP6 VEID inh 0, S100A4 MyoIIA 5, C2C12 statin 6, esBAF inh 14 and SIRT5 inh 9.
`COc1cc(OC)cc(C(=O)NCC(=O)NCc2ccccn2)c1` gave FN deposition inh 3, LGR2 inh -6, CASP6 VEID inh -1, S100A4 MyoIIA 1, C2C12 statin -10, esBAF inh -7 and SIRT5 inh -2.
O=C(O)C[C@@H]1C[C@H]2c3cc(NC(=O)Nc4ccc(C(F)(F)F)cc4)ccc3O[C@H]2[C@@H](CO)O1 was read as FN deposition inh 4, LGR2 inh -8, CASP6 VEID inh 5, S100A4 MyoIIA -4, C2C12 statin 3, esBAF inh -3 and SIRT5 inh 5.
For c1coc(CNc2c3c(nc4ncnn24)CCC3)c1 the results were FN deposition inh -10, LGR2 inh -14, C2C12 statin -13 and esBAF inh -2.
CCc1cccc(C)c1NC(=O)Cn1nc(C)n2cccc2c1=O was read as FN deposition inh 4, LGR2 inh 4, CASP6 VEID inh -1, S100A4 MyoIIA 0, C2C12 statin -1, esBAF inh -5 and SIRT5 inh 5.
Screening Cc1ccc(S(=O)(=O)NC[C@H]2CC[C@@H]3[C@@H](CN3C(=O)CN(C)C)O2)cc1 returned CASP6 VEID inh -9, S100A4 MyoIIA -2 and SIRT5 inh -10.
For COc1ccc(-n2c(/C=C3\C(=O)N(C)c4ccccc43)nc3ccccc3c2=O)cc1 the results were FN deposition inh 2, LGR2 inh 29, CASP6 VEID inh 3, S100A4 MyoIIA 0, C2C12 statin 34, esBAF inh 8 and SIRT5 inh -1.
`CC1(C)CC(=O)C=C(c2ccc(COC(=O)c3ccc(-c4ccccc4)cc3)cc2)C1=O` gave FN deposition inh 3, LGR2 inh -2, CASP6 VEID inh -1, S100A4 MyoIIA -1, C2C12 statin 3, esBAF inh -4 and SIRT5 inh 0.
For CCC(=O)Nc1ccc2c(c1)OC[C@@H](C)N(Cc1cncnc1)C[C@H](C)[C@H](OC)CN(C)C2=O the results were FN deposition inh -3, LGR2 inh -4, CASP6 VEID inh -6, S100A4 MyoIIA -35, C2C12 statin -3, esBAF inh -1 and SIRT5 inh -5.
CCOC(=O)c1c(C)[nH]c(C)c1C(=O)COC(=O)[C@@H](NC(=O)c1ccccc1OCC)C(C)C was read as FN deposition inh 1, LGR2 inh 5, C2C12 statin -10 and esBAF inh -9.
`COc1ccc(CCNC(=O)C2CCN(C(=O)c3ccccc3)CC2)cc1` gave FN deposition inh -9, LGR2 inh -10, CASP6 VEID inh -1, S100A4 MyoIIA -7 and SIRT5 inh 1.
Screening CC1(c2ccccc2Cl)NC(=O)N(CC(=O)Nc2ccc3c(c2)OCO3)C1=O (configuration not stated) returned FN deposition inh -1, CASP6 VEID inh 3, S100A4 MyoIIA -2, C2C12 statin -3, esBAF inh 9 and SIRT5 inh -2.
CCCNC(=O)C1CCN(S(=O)(=O)c2ccc3nc4c(c(C(=O)O)c3c2)CCCCC4)CC1 was read as FN deposition inh -6, LGR2 inh -9, CASP6 VEID inh 2, S100A4 MyoIIA 1, C2C12 statin 4, esBAF inh -1 and SIRT5 inh 1.
`CSc1nc2ccc(NC(=O)c3nn(C(C)C)c(=O)c4ccccc34)cc2s1` gave FN deposition inh -1, LGR2 inh -32, CASP6 VEID inh 2, S100A4 MyoIIA -2 and SIRT5 inh -1.
N=C1C=CC(=C(c2ccc(N)cc2)c2ccc(N)cc2)C=C1 was read as FN deposition inh -10, LGR2 inh -3, S100A4 MyoIIA 5, C2C12 statin -126, esBAF inh -25 and SIRT5 inh -1.
O=C(CN1CCN(S(=O)(=O)c2ccc(F)c(Cl)c2)CC1)N1CCOCC1 was read as FN deposition inh 2, LGR2 inh -8, CASP6 VEID inh -1, S100A4 MyoIIA -1, C2C12 statin -4, esBAF inh -4 and SIRT5 inh 1.
COC(=O)CN1C(=O)COc2ccc(S(=O)(=O)N3CCCCC3)cc21 was read as FN deposition inh -6, LGR2 inh 15, CASP6 VEID inh 52*, S100A4 MyoIIA 18, C2C12 statin 0 and esBAF inh -8.
`COCCn1c(N)c(Sc2ccc(Cl)cc2)c(=O)[nH]c1=O` gave FN deposition inh -3, LGR2 inh -17, CASP6 VEID inh 1, S100A4 MyoIIA -5, C2C12 statin -37, esBAF inh -4 and SIRT5 inh -5.
`CC1(C(=O)NS(=O)(=O)c2ccc(Cl)s2)CCN1C(=O)Cc1ccccc1Cl` (configuration not stated) gave FN deposition inh 0, LGR2 inh 5, CASP6 VEID inh -1, S100A4 MyoIIA -1, C2C12 statin 6 and esBAF inh -3.
CC(C)C(C)(C#N)NC(=O)CSc1nnc(-c2ccncc2)n1Cc1ccccc1 (configuration not stated) was read as FN deposition inh 1, C2C12 statin 7 and esBAF inh 0.
For Cc1cccc(S(=O)(=O)N2C[C@H]3[C@@H](c4ccccc42)[C@@H](CO)N3Cc2ccccn2)c1 the results were LGR2 inh 5, CASP6 VEID inh 0, S100A4 MyoIIA 4, C2C12 statin 6, esBAF inh 4 and SIRT5 inh -1.
For C[C@H]1CN([C@@H](C)CO)C(=O)c2cccc(NC(=O)Nc3cccc4ccccc34)c2O[C@H]1CN(C)S(C)(=O)=O the results were LGR2 inh 9, CASP6 VEID inh 0, S100A4 MyoIIA -7, C2C12 statin -36, esBAF inh 1 and SIRT5 inh 1.
Screening CNC[C@@H]1OCCCC[C@@H](C)Oc2ccc(N(C)C)cc2C(=O)N([C@H](C)CO)C[C@@H]1C returned LGR2 inh -19, C2C12 statin 8 and esBAF inh 2.
For Cc1c(C(=O)OCC(=O)NCCN2C(=O)CSC2=O)oc2c1ccc1ccccc12 the results were FN deposition inh -6, LGR2 inh 12, CASP6 VEID inh -2, S100A4 MyoIIA -1 and SIRT5 inh -3.

The final 2 compounds of the part above open the next one.
Screening CNC[C@@H]1OCCCC[C@@H](C)Oc2ccc(N(C)C)cc2C(=O)N([C@H](C)CO)C[C@@H]1C returned LGR2 inh -19, C2C12 statin 8 and esBAF inh 2.
For Cc1c(C(=O)OCC(=O)NCCN2C(=O)CSC2=O)oc2c1ccc1ccccc12 the results were FN deposition inh -6, LGR2 inh 12, CASP6 VEID inh -2, S100A4 MyoIIA -1 and SIRT5 inh -3.
NC(=O)c1ccsc1NC(=O)CSc1n[nH]c(N)n1 was read as FN deposition inh -7, LGR2 inh -12, CASP6 VEID inh 2, S100A4 MyoIIA 2, C2C12 statin 0, esBAF inh -8 and SIRT5 inh 0.
For CCCS(=O)(=O)NC(=O)C1(C)CCCN(C(=O)c2cc(OC)c(OC)c(OC)c2)C1 (configuration not stated) the results were FN deposition inh 0, LGR2 inh 0, CASP6 VEID inh -3, S100A4 MyoIIA 0, C2C12 statin 2, esBAF inh -2 and SIRT5 inh 1.
For CN(C)C(=O)c1cccc(-c2ccc([C@H]3[C@@H](CO)N4CCCCN(CC5CCOCC5)C[C@H]34)cc2)c1 the results were FN deposition inh -1, LGR2 inh 14, CASP6 VEID inh 1, S100A4 MyoIIA -3, C2C12 statin 19 and esBAF inh -2.
CC(=O)Nc1nc(C(F)(F)F)cs1 was read as FN deposition inh -5, LGR2 inh 12, CASP6 VEID inh -1, S100A4 MyoIIA -5 and SIRT5 inh -1.
COc1ccc(C(=O)CC(=O)C(=O)Nc2ccc(C)c(Cl)c2)cc1 was read as FN deposition inh 4, LGR2 inh -13, CASP6 VEID inh 2, S100A4 MyoIIA 10, C2C12 statin -3, esBAF inh inconclusive and SIRT5 inh 0.
Screening C[C@H]1CN([C@@H](C)CO)C(=O)c2cc(C#CC3(O)CCCC3)cnc2O[C@H]1CN(C)Cc1cccnc1 returned FN deposition inh -6, LGR2 inh -17, CASP6 VEID inh -2, S100A4 MyoIIA 5, C2C12 statin 11, esBAF inh -7 and SIRT5 inh 3.
O=C(Cc1cccs1)N1CCCC(c2nc3c(nnn3Cc3cccc(Cl)c3)c(=O)[nH]2)C1 (configuration not stated) was read as CASP6 VEID inh 10, S100A4 MyoIIA 1, C2C12 statin 1, esBAF inh -5 and SIRT5 inh 1.
For CC(C)CN(C(=O)c1cccc(S(=O)(=O)N2CCCCC2)c1)C1CCS(=O)(=O)C1 (configuration not stated) the results were FN deposition inh -6, LGR2 inh 5, CASP6 VEID inh -8, S100A4 MyoIIA -4, C2C12 statin -24, esBAF inh 2 and SIRT5 inh -2.
O=C(C1CCCO1)N1N=C(c2ccc(Br)cc2)CC1c1ccco1 (configuration not stated) was read as FN deposition inh -1, LGR2 inh -10, CASP6 VEID inh 1 and S100A4 MyoIIA -1.
Screening C[C@@H]1CN([C@@H](C)CO)S(=O)(=O)c2ccc(C3=CCCCC3)cc2O[C@@H]1CN(C)Cc1cccnc1 returned LGR2 inh 14, CASP6 VEID inh -2, S100A4 MyoIIA 5, C2C12 statin -45, esBAF inh -4 and SIRT5 inh 6.
Screening CCOC(=O)c1cc2c(=O)n3ccccc3nc2n(C)c1=NC(=O)c1c(-c2c(F)cccc2Cl)noc1C returned FN deposition inh 0, LGR2 inh 3, CASP6 VEID inh 4, S100A4 MyoIIA -2, C2C12 statin -18, esBAF inh -2 and SIRT5 inh 2.
`CC(C)CNC(=O)c1ccc(C2SCC(=O)N2Cc2ccccc2)cc1` (configuration not stated) gave FN deposition inh -3, LGR2 inh 3, CASP6 VEID inh 2, S100A4 MyoIIA 4, C2C12 statin -2, esBAF inh -2 and SIRT5 inh 2.
`COC(=O)NC1CSCC1OC(=O)CCN1C(=O)c2ccccc2C1=O` (configuration not stated) gave LGR2 inh 11, CASP6 VEID inh -2, S100A4 MyoIIA -2, esBAF inh -12 and SIRT5 inh 1.
`Nc1ccccc1S(=O)(=O)C(F)F` gave FN deposition inh 3, LGR2 inh -4, CASP6 VEID inh 1, S100A4 MyoIIA -5 and SIRT5 inh -3.
O=C(c1ccccn1)N1CC(=O)N2[C@H](C1)[C@H](c1ccc(C#CCc3ccccc3)cc1)[C@@H]2CO was read as LGR2 inh 8, CASP6 VEID inh 0, S100A4 MyoIIA 4 and SIRT5 inh 1.
For CCC(C)c1ccccc1NC(=O)COC(=O)c1ccc(C)c(NC(=O)c2ccco2)c1 (configuration not stated) the results were FN deposition inh 2, C2C12 statin 10 and esBAF inh 6.
Screening CC(C)c1ccc(OCCCCN2CCCCC2)cc1 returned FN deposition inh -4, LGR2 inh -5, CASP6 VEID inh -12, S100A4 MyoIIA -1, C2C12 statin -11, esBAF inh -2 and SIRT5 inh -3.
For Nc1cc(C(F)(F)F)ccc1N1CCOCC1 the results were FN deposition inh -11, LGR2 inh 1, CASP6 VEID inh -4, S100A4 MyoIIA -10 and SIRT5 inh -2.
Cc1cc(OCC(=O)NCc2cccnc2)c2c(C)c(C)c(=O)oc2c1 was read as FN deposition inh -2, LGR2 inh -9, CASP6 VEID inh 2, S100A4 MyoIIA -1, C2C12 statin 0, esBAF inh 4 and SIRT5 inh -11.
`COC(=O)c1ccc(CSc2nc(C(F)F)cc(C)c2C#N)o1` gave FN deposition inh -7, LGR2 inh -2, CASP6 VEID inh 6, S100A4 MyoIIA -14, C2C12 statin 3, esBAF inh 6 and SIRT5 inh -3.
CCOC(=O)c1c(C)[nH]c(C)c1C(=O)CSc1nc2ccccc2c(=O)n1-c1ccc(F)cc1 was read as FN deposition inh 3, LGR2 inh 19, CASP6 VEID inh 1, S100A4 MyoIIA -2 and SIRT5 inh -2.
Screening CCCCCC[N+](C)(C)CCSSCC[N+](C)(C)CCCCCC returned FN deposition inh -11, LGR2 inh 3, CASP6 VEID inh -12, S100A4 MyoIIA -5, C2C12 statin 17, esBAF inh 3 and SIRT5 inh -3.
